# High-throughput results from PubChem.
# ALDH1A1 block: inhibitors of human aldehyde dehydrogenase 1A1; P00352; Purified ALDH1A1, NADH fluorescence, propionaldehyde substrate; Potency, µM (doses to about 75.3 µM), without a hit: at the top dose activity, negative = inhibition, hits mostly inhibitors; actives 7.3% (n = 220,000); AID 1030; active means well fitted inhibition curve with a large enough effect, not every such curve was filed as active; inconclusive means small, poorly fitted or top-dose-only effect, or another doubt; inactive means no such curve, though single readings can be large or run the other way;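 further: plate controls were no enzyme wells and a reference inhibitor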
# Target sequence (P00352 whole entry, looked up): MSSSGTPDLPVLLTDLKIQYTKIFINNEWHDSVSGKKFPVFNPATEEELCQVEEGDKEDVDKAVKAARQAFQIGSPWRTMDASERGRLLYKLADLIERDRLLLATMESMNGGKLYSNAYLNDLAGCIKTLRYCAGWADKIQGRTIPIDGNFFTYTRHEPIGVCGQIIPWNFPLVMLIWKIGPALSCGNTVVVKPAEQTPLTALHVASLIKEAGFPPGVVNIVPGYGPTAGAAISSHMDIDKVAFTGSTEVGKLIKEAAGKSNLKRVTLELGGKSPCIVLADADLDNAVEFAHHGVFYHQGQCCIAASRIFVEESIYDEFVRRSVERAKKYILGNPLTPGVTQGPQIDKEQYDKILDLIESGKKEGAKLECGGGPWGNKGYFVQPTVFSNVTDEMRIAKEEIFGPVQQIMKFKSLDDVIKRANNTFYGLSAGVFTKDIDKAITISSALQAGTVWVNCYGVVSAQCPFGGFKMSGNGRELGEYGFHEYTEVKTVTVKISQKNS
# SMN2 splice enh: enhancers of SMN2 splice variant expression | HEK293 SMN2-luciferase splicing reporter, luminescence, 30-36 h | Potency, µM (titrated, usually from 46.1 µM), without a hit: top-dose activity change, positive = activation, actives largely listed as activators | actives 2.8% (n = 210,000) | AID 1458; further: % of control where 0% means no effect; nearly all actives have a fitted effect of over 55% in size
#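 HEK293 cells carry an SMN2 […]–luciferase reporter in which exon 7 inclusion puts luciferase in frame. Cells were plated 10-12 h before compound addition, then incubated 30-36 h at 37C. ONE-Glo luminescence was read; sodium butyrate at 4.5 mM final served as control.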
# GAA glycogen mod: inhibitors or activators of human alpha-glucosidase glycogen cleavage; AID 2100; actives 0.38% (n = 300,000); Potency, µM (titrated, usually from 76.4 µM), without a hit: at the highest dose activity change, negative = inhibition, actives largely listed as inhibitors; recombinant GAA, glycogen substrate, Amplex Red glucose oxidase fluorescence;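 further: 0% = full enzyme reaction and -100% = no-enzyme basal signal; the screen sought inhibitors and activators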
#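 Recombinant human alpha-glucosidase (4 nM final) hydrolysed bovine liver glycogen (30 ug) for 40 min at 37 C in pH 5.0 citrate/phosphate with 0.01% Tween-20. Released glucose detected by glucose oxidase/Amplex Red, Ex 573/Em 610 nm. Compounds up to 77 uM; AC50 from Hill fits.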
# aGal spleen mod: inhibitors or activators of human alpha-galactosidase in spleen homogenate | P06280 | human spleen homogenate, 4MU-alpha-Gal fluorescence, 40 min | Potency, µM (doses to about 80 µM), for the others: at the highest dose activity change, negative = inhibition, most hits filed as inhibitors | actives 0.008% (n = 240,000) | AID 2107;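 further: 0% = enzyme with vehicle and -100% = no enzyme basal signal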
#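 Inhibition or activation of alpha-galactosidase in human spleen homogenate is scored by 4-MU fluorescence after 40 min at 37C, pH 5.0, with 1 mM substrate. AC50s come from concentration-response fitted to the Hill equation.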
# GoLoco inh red: RGS12 GoLoco-Gai1 interaction inhibition; AID 880; Potency, µM (top dose mostly 61.6 µM), without a hit: top-dose activity, negative = inhibition, most hits filed as inhibitors; Gai1:RGS12 GoLoco peptide FP, rhodamine, 10 min; actives 0.44% (n = 230,000); active means well fitted inhibition curve with a large enough effect, not every such curve was filed as active; inactive means no such curve, though single readings can be large or run the other way; further: on the % scale 0 is the no-effect control and ±100 the full control effect; nearly all actives have a fitted effect of over 30% in size; many of its hits are not listed in these tables
# aGlu spleen mod: lysosomal alpha-glucosidase (human) modulation. human spleen homogenate, 4-MU-alpha-glucoside fluorescence. Potency, µM (series often up to 79.9 µM), without a hit: top-dose activity change, negative = inhibition, actives largely listed as inhibitors. actives 0.006% (n = 240,000);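 further: 0% = enzyme with vehicle and -100% = no enzyme basal signal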
#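 Human spleen homogenate (1 ug) incubated with compounds and 1 mM 4-methylumbelliferyl-alpha-D-glucopyranoside in pH 5.0 citrate/phosphate buffer, 37 C, 40 min. Stopped at pH 10; 4-MU fluorescence (Ex 365/Em 440 nm); AC50 by Hill fit.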
# KDM4E inh: inhibitors of human JMJD2E histone demethylase; AID 2147; Potency, µM (doses to about 57.1 µM), for the others: at the top dose activity change, negative = inhibition, most hits filed as inhibitors; JMJD2E catalytic domain, FDH-coupled NADH fluorescence (FDH is formaldehyde dehydrogenase); B2RXH2; actives 1.6% (n = 230,000); active means well fitted inhibition curve with a large enough effect, not every such curve was filed as active; inconclusive means small, poorly fitted or top-dose-only effect, or another doubt; inactive means no such curve, though single readings can be large or run the other way;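 further: 0% = wells with enzyme and -100% = buffer wells without enzyme; nearly all actives have a fitted effect of over 50% in size; many of its hits are not listed in these tables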
# Target sequence (B2RXH2 1-337 limits assumed): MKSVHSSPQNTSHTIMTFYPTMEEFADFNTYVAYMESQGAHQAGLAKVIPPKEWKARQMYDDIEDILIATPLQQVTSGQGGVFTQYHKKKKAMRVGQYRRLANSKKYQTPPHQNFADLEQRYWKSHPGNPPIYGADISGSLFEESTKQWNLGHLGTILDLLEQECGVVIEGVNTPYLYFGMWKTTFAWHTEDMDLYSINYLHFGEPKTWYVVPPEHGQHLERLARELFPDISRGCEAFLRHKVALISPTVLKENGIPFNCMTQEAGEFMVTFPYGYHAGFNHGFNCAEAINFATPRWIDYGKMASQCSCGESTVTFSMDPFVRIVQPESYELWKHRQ
# GAA inh: alpha-glucosidase (human) inhibition; purified human GAA, 4-MU-alpha-glucoside fluorescence; Potency, µM (top dose mostly 76.9 µM), inactives show top-dose activity change, negative = inhibition, usual class: inhibitors; actives 0.005% (n = 200,000);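 further: plate controls were uninhibited enzyme wells for no effect and no-enzyme background for full effect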
#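 qHTS format, compound range up to 77 uM. Human lysosomal enzyme at 4 nM, 400 uM 4-MU glucoside substrate, pH 5.0, 20 min room temperature; fluorescence after alkaline stop gives activity normalized to controls.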
# Numbers without * were called inactive; i = inactive; ? = inconclusive; nt = no result given; & = joins results of further samples; ! = repeats disagree; [ ] = another dose, or the depositor's remark. Unless noted, the call rests on the fitted dose curve; in most records, active means well fitted curve in the direction sought with a large enough effect; inconclusive means small, poorly fitted or top-dose-only effect, or another doubt; inactive means no such curve, though single readings can be large; an effect the other way counts as inactive or inconclusive. Potency means the concentration at half of the fitted maximal effect. Some of the compounds tested; rates above refer to the full screens.
SMILES,GoLoco inh red,GAA glycogen mod,aGal spleen mod,GAA inh,ALDH1A1 block,KDM4E inh,aGlu spleen mod,SMN2 splice enh
O=C(CN1CCCCC1)c1ccc2c(c1)OCO2,-2%,-9%,-3%,nt,nt,-4%,1%,nt
CC/C(CC(c1ccccc1)c1c(O)c2ccccc2oc1=O)=N\NC(N)=S (stereo not given),5%,3%,1%,7%,?,?,-3%,10%
CCC1(c2ccccc2)C(=O)N(C)C(=O)N(C)C1=O,-12%,-6%,15%,4%,2%,1%,1%,-14%
CN(C)CCCCCCN(C)C,9%,nt,4%,nt,?,nt,-1%,-4%
Cc1nn(Cc2ccccc2)c(Cl)c1C(=O)OCC(=O)Nc1cccc2ccccc12,2%,-3%,6%,3%,8%,2%,0%,6%
OC(c1ccccc1)(c1ccc(Cl)cc1)C1CN2CCC1CC2 (stereo not given),25%,11%,3%,1%,8%,-1%,-12%,nt
C[C@@]12CC[C@H]3[C@@H](CC[C@@H]4C[C@H]5S[C@H]5C[C@]43C)[C@H]1CC[C@H]2O,2%[21.6 µM],nt,3%[29.1 µM],nt,-2%[20.9 µM],-6%[25.5 µM],3%[29.1 µM],-1%[20.6 µM]
COc1cc(OC)c(/C=C2/C(=O)Nc3ccccc32)c(OC)c1,4%,nt,9%,nt,?,0%,1%,-33%[inhibitor]
CCOc1ccc(Cl)cc1CNCCc1ccc(F)cc1,-1%,0%,-5%,-1%,14%,6%,-4%,-8%
CN(C)C(=O)Oc1cccc(OCc2n(C)c3ccccc3[n+]2C)c1,5%,12%,-4%,3%,4%,10%,1%,7%
CN1CCC(OC(=O)Cc2ccccc2)CC1,2%,8%,-11%,4%,9%,1%,2%,nt
CCOC(=O)CNC(=O)CNC(=O)c1nn(-c2ccc(OC)c(Cl)c2)c(=O)c2ccccc12,1%,-1%,0%,0%,0%,-8%,-20%,-57%[inhibitor]
Cc1cccc(OP(=O)(NCc2ccccc2)Oc2cccc(C)c2)c1,-8%,8%,3%,3%,-14%,-11%,-7%,-8%
O=C(NC1CC1)C1CSC(c2cccnc2)=N1 (stereo not given),1%,8%,2%,8%,2%,3%,-2%,-8%
O=C(C1CCC(=O)N1C1CCCC1)N1CCC2(CC1)OCCO2 (stereo not given),-6%,14%,-22%,-7%,-7%,0%,-16%,-1%
C[C@@H]1C[C@H]2OC(=O)C3(CO3)[C@H]2[C@H](O)[C@]2(C)C(=O)C3OC3[C@@H]12 (stereo not given in full),4%,2%,-9%,nt,nt,13%,5%,nt
CC1=NCCc2c1[nH]c1cc(O)ccc21,28µM*!,nt,12%,nt,?,?,14%,-2%
CN(C)[C@@H]1C(=O)C(C(N)=O)=C(O)[C@]2(O)C(=O)C3=C(O)c4c(O)cccc4[C@@](C)(O)[C@H]3[C@H](O)[C@@H]12,5.6µM*,nt,2%[29.1 µM],nt,?,11µM*,9%[29.1 µM],-16%[20.6 µM]
COc1ccc(-n2c(O)c(C=Nc3c(C)n(C)n(-c4ccccc4)c3=O)c(=O)[nH]c2=O)cc1,5%,-4%,-9%,-5%,7%,9%,3%,-14%
CN1CCN(C(=O)Cc2nc3ccccc3[nH]2)CC1,-8%,0%,0%,5%,11%,-3%,3%,-7%
CC/C(=N\NC(=O)Nc1ccccc1)c1c(O)n(Cc2ccccc2)c(=O)[nH]c1=O,3%,-18%,-6%,nt,nt,-2%,-13%,nt
CCOC(=O)c1ncc2[nH]c3ccc(OCc4ccccc4)cc3c2c1COC,7%,nt,15%,nt,?,nt,0%,nt
CCCOc1ccc(N2C(=O)CC(N3CC=C(c4ccccc4)CC3)C2=O)cc1 (stereo not given),64%[activator],?,-2%,2%,10µM*,-9%,-12%,-4%
NC(=O)CN1CC(O)CC1=O (stereo not given),10%,nt,-1%,nt,2%,1%,5%,-24%
COc1ccc(C(=O)O[C@H]2CC[C@@]3(C)C4CCC5[C@]6(O)C[C@H](O)[C@@]7(O)C(CN8C[C@@H](C)CC[C@H]8[C@@]7(C)O)[C@]6(O)C[C@@]53O[C@@]42O)cc1OC (stereo not given in full),11%&3%,nt,-6%&3%,nt,0%&-3%,nt,1%&7%,-12%&0%
O=C(Cc1ccccc1)Oc1ccccc1N1C(=O)CCC1=O,-2%,2%,4%,-5%,7%,3%,-4%,-1%
Cc1cscn1,-9%,nt,5%,nt,?,nt,8%,3%
Cc1ccc(N2C(=O)/C(=C/c3ccc(CN(CCC#N)S(C)(=O)=O)o3)C(=O)NC2=S)cc1,92%[activator],?,3%,-15%,22µM*,?,-4%,-11%
Oc1ccc2c3c1O[C@H]1[C@@H](O)CC[C@]4(O)[C@H](C2)N(CC2CCC2)CC[C@@]314,-32%[21.6 µM],nt,15%[29.1 µM],nt,-2%[20.9 µM],2%[25.5 µM],1%[29.1 µM],-5%[20.6 µM]
O=c1[nH]c(O)c(C=NCCc2ccccc2)c(=O)[nH]1,6%,5%,5%,nt,nt,8%,2%,nt
C=CCN1C[C@H](C)N([C@H](c2ccc(C(=O)N(CC)CC)cc2)c2cccc(O)c2)C[C@H]1C,4%,nt,-4%,nt,4%,8%,9%,nt
CN1CCN2c3ccc(N)cc3CC3(C(=O)NC(=O)NC3=O)C2C1 (stereo not given),-2%,?,7%,nt,nt,4µM*,0%,nt
ClC(Cl)=C(Cl)Cl,14%&17%,nt,2%&-24%,nt,14%&0%,nt,3%&-8%,17%&6%
O=c1c2ccccc2nc(/C=C/c2ccc(F)cc2)n1-c1ccccn1,7%,0%,-9%,15%,i,-13%,0%,nt
CC[C@H](C)[C@H](NC(=O)[C@H](CCCN=C(N)N)NC(=O)[C@H](CCCN=C(N)N)NC(=O)[C@H](CC(C)C)NC(=O)[C@H](Cc1ccccc1)NC(=O)CNC(=O)CNC(=O)[C@@H](N)Cc1ccc(O)cc1)C(=O)N[C@@H](CCCN=C(N)N)C(=O)N1CCC[C@H]1C(=O)N[C@@H](CCCCN)C(=O)N[C@@H](CC(C)C)C(=O)N[C@@H](CCCCN)C(=O)O,10%,nt,-1%&-3%,nt,3%,nt,3%&4%,-12%
CCn1c(O)c(C=Nc2ccc(S(N)(=O)=O)cc2)c(=O)[nH]c1=S,76%[activator],-6%,-1%,5%,-8%,?,-16%,8%
COc1ccc(C(=O)C23CN4CN(CN(C4)C2)C3)cc1,0%,-8%,-2%,1%,-4%,10%,0%,nt
Cn1cc(C(=O)NP(=O)(N2CCOCC2)N2CCOCC2)c2ccccc21,4%,-2%,8%,-9%,8%,-7%,2%,9%
CC(=O)c1c(C)n(Cc2ccccc2Cl)c2ccc(O)cc12,40%[activator],-10%,-12%,7%,-2%,-37%,-7%,nt
Cn1c(O)c(N=Nc2cccc(S(=O)(=O)N3CCOCC3)c2)c(=O)n(C)c1=O,7%,24%,2%,-13%,-1%,-6%,5%,4%
Cc1cc(N2CCOCC2)ccc1/C=C1\C(=O)NC(=O)N(c2ccccc2)C1=O,118%[activator],-28%,-7%,6%,?,-25%,2%,-2%
COc1c(O)ccc2c1-c1c3c(cc4c1C(C2)N(C)CC4)OCO3 (stereo not given),7%,2%,-1%,1%,-3%,?,-7%,5%
Clc1ccc(COC(Cn2ccnc2)c2ccc(Cl)cc2Cl)cc1 (stereo not given),13%&2%&4%,-10%,-1%&2%&1%,?,?,15%&-20%,5%&2%&2%,-25%&-42%&-9%
O=C(O)Cn1cc(/C=C2\C(=O)NC(=O)N(Cc3ccco3)C2=O)c2ccccc21,127%[activator],1%,10%,4%,8.9µM*,?,6%,0%
O=c1[nH]c(=S)n(CCC2=CCCCC2)c(O)c1/C=N/N1CCOCC1,80%[activator],-9%,6%,nt,nt,4%,5%,nt
Cc1cc(Cl)ccc1C(=O)C1CCCN(Cc2ccon2)C1 (stereo not given),-2%,1%,1%,-1%,-3%,-6%,2%,nt
C/C(=N\Nc1ccccc1)c1c(O)n(-c2ccccc2)c(=O)[nH]c1=O,9%,?,2%,-7%,?,5%,0%,nt
O=C(Nc1ccc(F)cc1F)c1cccn(Cc2ccccc2)c1=O,7%,-8%,4%,-4%,1%,-4%,-2%,-77%[inhibitor]
Nc1ncn[nH]1,7%,nt,-22%,nt,-2%,?,-21%,16%
COC(=O)[C@@]1(Cc2ccccc2)[C@H]2c3cc(C(=O)N(C)C)[nH]c3C[C@H]2CN1C(=O)c1ccccc1,8%,nt,7%,nt,3%,1%,6%,-8%
Cc1nc2ccccc2c(=O)n1-c1ccccc1C(F)(F)F,9%,13%,0%,-1%,?,0%,-7%,-7%
COc1ccc(-n2c(=O)[nH]c3ccccc3c2=O)cc1,-4%,2%,7%,5%,4%,-9%,-4%,-1%
O=C1NC(=O)C2=Cc3ccc(O)cc3OC2(O)N1 (stereo not given),2%,6%,0%,2%,?,-26%,-7%,-3%
Cc1ccc(-n2c(O)c(C=Nc3ccccc3N)c(=O)[nH]c2=O)cc1C,19%,-14%,0%,2%,-7%,1%,-8%,8%
O=C(COc1ccccc1)N1CCN(C2CC3CCC2C3)CC1 (stereo not given),10%,3%,1%,-3%,2%,3%,11%,-7%
CN1CCN(C(=O)O[C@@H]2c3nccnc3C(=O)N2c2ccc(Cl)cn2)CC1,-1%,nt,9%,nt,0%,2%,4%,nt
COc1cc2c(cc1OC)-c1c(OC)c(OC)c(CO)c3c1C(C2)N(C)CC3 (stereo not given),0%,nt,-17%,nt,?,?,9%,nt
c1ccc(C2CC3CC4(CCCC4)N2O3)cc1 (stereo not given),-2%,1%,-2%,-1%,-7%,9%,-2%,-8%
